# High-throughput results: PubChem BioAssay, National Center for Advancing Translational Sciences (NCATS)
# RGS4 inh: inhibitors of human regulator of G protein signaling 4; actives 0.039% (n = 390,000); Transcreener GDP fluorescence polarization, RGS4-accelerated GTP hydrolysis; P49798; Potency, µM (top dose mostly 114 µM), for the others: at the top dose activity change, negative = inhibition, usual class: inhibitors; note: % is set by controls: 0 for no effect and ±100 for the full control effect; nearly all actives have a fitted effect of over 75% in size; some results filed as inactive show a strong effect at the top dose
# Target sequence (P49798 whole entry, looked up): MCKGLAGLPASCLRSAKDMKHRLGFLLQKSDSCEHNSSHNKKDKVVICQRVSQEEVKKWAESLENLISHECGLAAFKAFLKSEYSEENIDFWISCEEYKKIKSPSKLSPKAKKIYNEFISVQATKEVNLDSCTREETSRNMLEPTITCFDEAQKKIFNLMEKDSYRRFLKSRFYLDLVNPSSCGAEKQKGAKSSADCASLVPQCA
#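 MLSMR compounds (23 nl, pin-transferred) preincubated 10 min at room temperature with a 500nM (2x) first reagent, then RGS4 at 900nM (2x) plus Transcreener GDP mix added; fluorescence polarization (620/688 nm) read before and after 90 min at 30 °C.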
# TrxR1 inh: inhibitors of rat thioredoxin reductase 1; Potency, µM (titrated, usually from 114 µM), for the others: top-dose activity change, negative = inhibition, actives largely listed as inhibitors; actives 1% (n = 390,000); recombinant rTrxR1, NADPH fluorescence consumption, selenite substrate; AID 588453; O89049; note: % is set by controls: 0 for no effect and ±100 for the full control effect; nearly all actives have a fitted effect of over 65% in size
#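 Rat TrxR1 (90 nM in the dispensed reagent) was pre-reduced with 400 uM NADPH for 5 min at room temperature, then incubated with compound for 15 min. After 400 uM selenite was added, NADPH fluorescence (Ex 340/Em 450 nm) was followed for 8 min.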
# Vif-A3G inh: inhibitors of Vif-APOBEC3G interaction | HeLa A3G-eYFP + Vif (tagged APOBEC3G with the HIV-1 protein that degrades it), YFP fluorescence, overnight | Potency, µM (top dose mostly 46.1 µM), without a hit: at the highest dose activity, negative = active, most hits filed as inhibitors | Q9HC16 | actives 0.076% (n = 410,000);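 note: % is set by controls: 0 for no effect and ±100 for the full control effect; nearly all actives have a fitted effect of over 60% in size; hits raise eYFP signal because A3G escapes Vif-driven loss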
#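 Read-out is eYFP fluorescence (Ex 488/Em 500-530) from Vif-expressing HeLa A3G-eYFP cells; more signal means A3G escaped Vif-mediated degradation. Cells plated overnight, compound pinned in, incubated overnight at 37 deg C.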
# TrxR1 substrate: is turned over as a substrate by rat TrxR1. purified TrxR1 substrate turnover, NADPH consumption readout. O89049. AID 588456. actives 0.01% (n = 390,000). Potency, µM (titrated, usually from 114 µM), for the others: top-dose activity change, negative = substrate turnover; note: % is set by controls: 0 for no effect and ±100 for the full control effect; nearly all actives have a fitted effect of over 50% in size
#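 Rat TrxR1, dispensed at 90 nM, was prereduced with 400 uM NADPH (final) for 5 min at ~22 deg C, then incubated with compound 15 min before 400 uM selenite. A first-read NADPH fluorescence drop versus no-compound background flagged substrates.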
# RXFP1 ag: activates the human relaxin receptor RXFP1; Q9HBX9; HEK293T-RXFP1 cAMP TR-FRET, 30 min; response scale: percent of porcine relaxin response, buffer zero; Potency, µM (titrated, usually from 57.5 µM), for inactives: at the highest dose activation, most hits filed as activators; actives 0.3% (n = 370,000); AID 2676; note: % is set by controls: 0 for no effect and ±100 for the full control effect; nearly all actives have a fitted effect of over 60% in size; many of its hits are not listed in these tables
#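 HEK293T cells stably expressing RXFP1 were pretreated with the PDE4 inhibitor Ro 20174, exposed to compounds for 30 min at 37C, lysed, and cAMP was read by TR-FRET. Data normalized to buffer (basal) and 29 nM porcine relaxin (100%).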
# ALOX12 inh: ALOX12 (human) lipoxygenase inhibition | P18054 | purified 12hLO, xylenol orange hydroperoxide absorbance | Potency, µM (doses to about 108 µM), inactives show at the top dose activity change, negative = inhibition, usual class: inhibitors | actives 1.1% (n = 580,000) | AID 1671190; note: % is set by controls: 0 for no effect and ±100 for the full control effect
# Target sequence (P18054 whole entry, looked up): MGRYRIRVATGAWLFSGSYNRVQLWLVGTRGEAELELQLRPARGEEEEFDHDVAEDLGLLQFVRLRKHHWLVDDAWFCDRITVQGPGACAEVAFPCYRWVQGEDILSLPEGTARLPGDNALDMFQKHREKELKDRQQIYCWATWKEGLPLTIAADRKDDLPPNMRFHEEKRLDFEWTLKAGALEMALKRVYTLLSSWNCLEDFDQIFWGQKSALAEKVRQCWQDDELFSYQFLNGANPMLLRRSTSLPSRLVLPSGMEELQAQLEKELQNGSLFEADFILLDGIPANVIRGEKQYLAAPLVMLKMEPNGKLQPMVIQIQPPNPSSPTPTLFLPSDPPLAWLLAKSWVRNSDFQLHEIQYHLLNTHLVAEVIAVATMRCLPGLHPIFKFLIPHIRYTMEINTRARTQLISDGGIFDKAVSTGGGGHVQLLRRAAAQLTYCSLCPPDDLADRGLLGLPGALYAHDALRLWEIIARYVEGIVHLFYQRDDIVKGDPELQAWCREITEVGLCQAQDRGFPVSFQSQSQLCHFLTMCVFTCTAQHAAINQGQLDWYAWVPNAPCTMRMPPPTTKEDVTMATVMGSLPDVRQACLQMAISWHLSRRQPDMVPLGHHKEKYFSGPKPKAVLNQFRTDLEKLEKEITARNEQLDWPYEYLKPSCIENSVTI
#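 Purified human 12hLO (150 nM final) in 25 mM Hepes, 0.01% Triton X-100, pH 7.0 was preincubated 15 min at room temperature with compound. Then 40 uM arachidonic acid was added, 30 min. Hydroperoxide was read by Fe-XO absorbance ratio 573/405 nm.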
# IDH1 R132H inh: human IDH1 R132H inhibition | IDH1-R132H enzyme, NADPH consumption, diaphorase/resazurin fluorescence | actives 0.093% (n = 390,000) | AID 602179 | Potency, µM (highest dose often 76.6 µM), for inactives: at the top dose activity change, negative = inhibition, actives largely listed as inhibitors; note: % is set by controls: 0 for no effect and ±100 for the full control effect; nearly all actives have a fitted effect of over 65% in size
#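 IDH1-R132H (0.5 ug/mL) preincubated 30 min with compound, then NADPH (0.016 mM) and alpha-KG (2 mM) added; 80 min at RT, pH 7.5. Remaining NADPH coupled via diaphorase/resazurin to fluorescence (540/590 nm); concentration-response curves normalized to no-enzyme control.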
# USP1 inh: inhibitors of human USP1/UAF1 deubiquitinase. O94782. recombinant USP1/UAF1, Ub-Rhodamine cleavage fluorescence. Potency, µM (doses to about 57.1 µM), inactives show top-dose activity change, negative = inhibition, actives largely listed as inhibitors. actives 0.23% (n = 390,000); note: % is set by controls: 0 for no effect and ±100 for the full control effect; nearly all actives have a fitted effect of over 60% in size; inactives centre near -12
#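 High-throughput fluorogenic screen: 1nM USP1/UAF1 complex, Ub-Rho substrate 150nM final, 50mM HEPES pH 7.8 with 0.5mM EDTA, 0.1 mg/ml BSA, 1mM TCEP and 0.01% Tween-20.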
# Vif-A3F inh: inhibitors of Vif-A3F interaction; AID 602313; actives 0.2% (n = 390,000); HeLa A3F-eYFP + Vif (tagged APOBEC3F with the HIV-1 protein that degrades it), YFP fluorescence increase; Potency, µM (highest dose often 46.1 µM), for inactives: top-dose activity, negative = active; note: % of control where 0% means no effect; nearly all actives have a fitted effect of over 65% in size
#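 HeLa cells stably expressing A3F-eYFP plus Vif, plated and incubated overnight at 37 deg C, then exposed to compounds overnight at 37 deg C. Blocked degradation read as raised yellow fluorescence (Ex 488/Em 500-530).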
# * = called active by the depositor; u = inconclusive; x = no result given; & = joins results of further samples; [ ] = dose if it differs, or a comment. Calls come from the whole dose curve; as a rule, active = well fitted curve in the direction sought with a large enough effect; inconclusive = small, poorly fitted or top-dose-only effect, or another doubt; inactive = no such curve, though single readings can be large; an effect the other way counts as inactive or inconclusive. Potency is the fitted concentration of half-maximal effect. Some of the compounds tested; count on the stated rates, not on these rows.
SMILES,RGS4 inh,TrxR1 inh,Vif-A3G inh,TrxR1 substrate,RXFP1 ag,ALOX12 inh,IDH1 R132H inh,USP1 inh,Vif-A3F inh
CC1=CC(=O)OC2CC3OC4C[C@@H](C)C5OC6CC7O[C@]8(C)C/C=C\C9OC%10CC%11OC(CC(C)CO)CC(O)[C@]%11(C)OC%10CC9OC8C[C@]7(C)O[C@]6(C)CCC5OC4C[C@]3(C)OC12 (stereo partly specified),19%,0%[57.1 µM],1%,5%[57.1 µM],3.5%,-5%,12%,0%,5%
Cc1ccc(/C=C2\C(=O)NC(=S)N(c3ccc(F)cc3)C2=O)s1,u,10µM*,u,-16%[57.1 µM],-0.3%,u,0%,-18%,15%
COc1ccc(N2CCN(C(CNC(=O)Oc3ccccc3)c3cccnc3)CC2)cc1 (stereo unspecified),0%,7%,-2%,10%,0.1%,1%,2%,6%,0%
CN1C(=O)C(Cc2cccs2)C(=O)N(C)C1=O,-36%,u,0%,6%,2.4%,-29%,-2%,12%,-7%
N#CC1=C(N)Oc2c(c(=O)oc3ccccc23)C1c1ccc([N+](=O)[O-])o1 (stereo unspecified),-39%,-76%,0%,-18%[57.1 µM],0.5%,-25%,4%,u,u
COc1ccc(Br)cc1C1SCC(=O)Nc2c1c(C)nn2-c1ccccc1C (stereo unspecified),13%,16%,x,1%,0.3%,-25%,x,-15%,x
COC(=O)c1c(C)n(Cc2ccc3c(c2)OCO3)c2ccc(O)cc12,-23%,0%[57.1 µM],-2%,2%[57.1 µM],0.8%,13µM*,3%,-9%,4%
CC1(O)C[C@]2(C)N(O)C3CCCC[C@@H]3N2O1 (stereo partly specified),-11%,-19%,-1%,9%,0.0%,u,1%,-12%,1%
CC(C)(C)OC(=O)NCc1ccc(CNC(=O)c2nc[nH]c2C(=O)NCc2ccc(CNC(=O)OC(C)(C)C)cc2)cc1,30%,21%[57.1 µM],0%,0%[57.1 µM],x,12%,-11%,u,1%
O=C(COC(=O)Cc1ccccc1)NNC(=O)c1ccc([N+](=O)[O-])cc1,38%,8%,1%,-4%,-0.6%,-6%,19%,-7%,-2%
Cc1ccc(OC(=O)N(C)C[C@@H]2OCc3cnnn3CCCC(=O)N([C@@H](C)CO)C[C@@H]2C)cc1,x,x,1%,x,x,0%,-4%,u,-3%
O=C(O)C1Cc2ccccc2N2CCCC12 (stereo unspecified),-20%[56.9 µM],-23%,1%,14%,5.3%,u,2%,-22%,-2%
O=C(NCc1cccnc1)Nc1ccc([N+](=O)[O-])cc1,2%,10%,-1%,-8%,-2.3%,x,-1%,-19%,1%
O=C(O)CCCc1ccc(N(CCCl)CCCl)cc1,-8%[56.9 µM],50µM*,-3%,12%[57.1 µM],2.1%,u,4%,-11%,6%
COc1ccc(C2CN(C)CC2C(=O)c2ccc(C)cc2)cc1Cl (stereo unspecified),-6%,34%[57.1 µM],1%,-1%[57.1 µM],1.1%,10%,2%,-12%,-11%
CN(C)Cc1c[nH]c2cc([N+](=O)[O-])ccc12,3%,3%[2.29 µM],1%,3%[57.1 µM],x,u,-4%,u,3%
CC(NC1=NCCS1)c1ccccc1 (stereo unspecified),-6%,17%,2%,-2%,0.7%,-3%,-3%,-7%,9%
Cc1cccc(OP(=O)(Oc2cccc(C)c2)OC(c2ccccc2)C(F)(F)F)c1 (stereo unspecified),-17%,-2%,-5%,-12%,3.9%,-14%,2%,-15%,0%
Cc1cc(NC(=O)c2cccn(Cc3cccc([N+](=O)[O-])c3)c2=O)no1,25%,7%[57.1 µM],2%,-4%[57.1 µM],-1.3%,-23%,-1%,-13%,-1%
O=C1Nc2ccccc2/C1=C/c1cnc[nH]1,u,-9%,8%,-17%,-0.4%,19%,-4%,-10%,-13%
O=C(N/N=C/c1ccccc1OC(=O)N1CCOCC1)c1cccs1,u,8%[57.1 µM],-1%,-2%,-1.4%,-1%,9%,-16%,4%
COc1ccc(CN2CCN(C(=O)Cc3ccccc3)CC2)cc1OC,x,x,1%,x,x,u,-2%,-9%,1%
Cc1c(C(=O)Nc2ccccc2)c2cc(O)ccc2n1Cc1ccccc1,-30%,14%[57.1 µM],-14%,-9%,2.3%,-19%,-2%,u,-11%
CCSP1(=S)N=C(N2CCOCC2)C(C#N)=C2CCCN21 (stereo unspecified),-11%,-2%[57.1 µM],0%,10%[57.1 µM],-1.2%,0%,6%,-13%,-3%
Cc1cc([P+](=O)O)c(C)n1-c1ccc(Br)cc1,-17%,-12%,2%,3%,0.3%,-39%,1%,-6%,-12%

# Some of the entries so far, as labelled records:
> COc1ccc(N2CCN(C(CNC(=O)Oc3ccccc3)c3cccnc3)CC2)cc1 (stereo unspecified)
  RGS4 inh: 0%
  TrxR1 inh: 7%
  Vif-A3G inh: -2%
  TrxR1 substrate: 10%
  RXFP1 ag: 0.1%
  ALOX12 inh: 1%
  IDH1 R132H inh: 2%
  USP1 inh: 6%
  Vif-A3F inh: 0%
> CN1C(=O)C(Cc2cccs2)C(=O)N(C)C1=O
  RGS4 inh: -36%
  TrxR1 inh: u
  Vif-A3G inh: 0%
  TrxR1 substrate: 6%
  RXFP1 ag: 2.4%
  ALOX12 inh: -29%
  IDH1 R132H inh: -2%
  USP1 inh: 12%
  Vif-A3F inh: -7%

# Next results follow:
SMILES,RGS4 inh,TrxR1 inh,Vif-A3G inh,TrxR1 substrate,RXFP1 ag,ALOX12 inh,IDH1 R132H inh,USP1 inh,Vif-A3F inh
COc1ccc(CCNCc2cccc(C(F)(F)F)c2)cc1OC,5%,-4%[57.1 µM],-8%,-2%[57.1 µM],0.6%,-25%,-2%,-18%,2%
CCSC1=NN1c1cc(C)nc(N)n1,-17%[56.9 µM],31%[57.1 µM],-2%,10%[57.1 µM],18%,9%,2%,-9%,5%
COc1ccc(CN2C(=O)NC(=O)/C(=C/c3cc(OC)c(OC)c(OC)c3)C2=O)cc1,u,-59%,0%,12%[57.1 µM],0.1%,u,-3%,-14%,2%
C=Cn1c(P(=S)(N2CCOCC2)N2CCOCC2)cc2c1CCCC2,-11%,-4%[2.29 µM],0%,8%[2.29 µM],2.6%,-3%,1%,-7%,-2%
Cc1cc(CN(C)C)c(OC(=O)N(C)C)cc1C,16%,19%,-1%,6%,-0.3%,0%,1%,-15%,17%
COc1ccc(-n2c(O)c(/C=C3\C=Nc4ccc(Br)cc43)c(=O)[nH]c2=O)c(OC)c1,u,u,u,-3%,-3.1%,-2%,-8%,u,-5%
O=c1cc(C2CCNCC2)[nH][nH]1,23%,1%,0%,-12%,0.5%,-5%,3%,-18%,14%
COc1ccc(CN(CCc2c[nH]c3ccccc23)Cc2ccc(OC)cc2)cc1,-18%,-17%,-19%,-3%,x,u,6%,-17%,-11%
CC(Cc1ccccc1)N(C)CC1C(=O)C2CCC1C2 (stereo unspecified),-42%,-52%[57.1 µM],1%,-6%[11.4 µM],x,u,5%,-19%,2%
Cn1cccc1CNCCc1ccc(F)cc1,5%,3%,3%,-2%,1.2%,-20%,0%,-7%,-5%
CS(=O)(=O)c1ccc(C2=C(CNC(=O)c3nccs3)[C@H]3CC[C@@H](C2)N3Cc2ccco2)cc1,x,x,-2%,x,x,15%,5%,-7%,-3%
CCCCn1c(O)c(C=NCCN2CCCCC2)c(=O)[nH]c1=O,10%,-5%,1%,-4%,-0.7%,0%,-2%,-3%,-3%
Cc1cccc(OCC(=O)N2CCN(Cc3ccc([N+](=O)[O-])cc3)CC2)c1,2%,-4%,4%,-7%,1.6%,-17%,-4%,-16%,0%
Cc1ccccc1Cn1cccc(C(=O)Nc2cc(Cl)ccc2C#N)c1=O,-19%,27%[57.1 µM],-4%,10%[57.1 µM],2.1%,-4%,-12%,-2%,0%
Cc1cccc(OCC(=O)N2CCN(Cc3cc(=O)n4nc(-c5ccccc5Cl)sc4n3)CC2)c1,-18%,4%[57.1 µM],3%,1%[57.1 µM],2.1%,-1%,12%,-14%,-11%
O=C1NC(=O)C(CCc2ccncc2)(CCc2ccncc2)C(=O)N1C1CCCCC1,-23%,14%[11.4 µM],-8%,4%[11.4 µM],-1.5%,6%,3%,-3%,-7%
S=C(NC1CCCCC1)N1CCC(c2cnc[nH]2)CC1,-16%[56.9 µM],5%[57.1 µM],-3%,5%[57.1 µM],x,-5%&0%,2%,13%,4%

# Rewritten tab-delimited: 4 of the compounds above
mol	RGS4 inh	TrxR1 inh	Vif-A3G inh	TrxR1 substrate	RXFP1 ag	ALOX12 inh	IDH1 R132H inh	USP1 inh	Vif-A3F inh
COc1ccc(-n2c(O)c(/C=C3\C=Nc4ccc(Br)cc43)c(=O)[nH]c2=O)c(OC)c1	u	u	u	-3%	-3.1%	-2%	-8%	u	-5%
O=c1cc(C2CCNCC2)[nH][nH]1	23%	1%	0%	-12%	0.5%	-5%	3%	-18%	14%
COc1ccc(CN(CCc2c[nH]c3ccccc23)Cc2ccc(OC)cc2)cc1	-18%	-17%	-19%	-3%	x	u	6%	-17%	-11%
CC(Cc1ccccc1)N(C)CC1C(=O)C2CCC1C2 (stereo unspecified)	-42%	-52%[57.1 µM]	1%	-6%[11.4 µM]	x	u	5%	-19%	2%
